HCV inhibitor – blocks hepatitis C virus | Huh7.5.1 HCVcc-Cre infection, luciferase reporter, 44 h | Potency, µM (highest dose often 41.8 µM), inactives show at the highest dose activity change, negative = inhibition, actives largely listed as inhibitors | 340,000 tested, 3.4% active; note: potency is the fitted concentration of half-maximal effect
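Infectious HCVcc-Cre (~0.5 moi) was added to cells just after compound, with cells seeded 4 h earlier at 1,000 per well. Luciferase activity after 44 h culture reported infection; substrate was incubated 15 min at room temperature before reading.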
AmpC inh detg – AmpC beta-lactamase inhibition with detergent present. P00811. AmpC hydrolysis of nitrocefin, absorbance 480 nm, 0.01% Triton. Potency, µM (series often up to 114 µM), for inactives: at the highest dose activity change, negative = inhibition, usual class: inhibitors. 370,000 tested, 0.041% active;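 note: potency is the fitted concentration of half-maximal effect; 0% = no-compound wells and -100% = no-enzyme wells; nearly all actives have a fitted effect of over 25% in size; some results filed as inactive show a strong effect at the top dose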
Target sequence (P00811 whole entry, looked up): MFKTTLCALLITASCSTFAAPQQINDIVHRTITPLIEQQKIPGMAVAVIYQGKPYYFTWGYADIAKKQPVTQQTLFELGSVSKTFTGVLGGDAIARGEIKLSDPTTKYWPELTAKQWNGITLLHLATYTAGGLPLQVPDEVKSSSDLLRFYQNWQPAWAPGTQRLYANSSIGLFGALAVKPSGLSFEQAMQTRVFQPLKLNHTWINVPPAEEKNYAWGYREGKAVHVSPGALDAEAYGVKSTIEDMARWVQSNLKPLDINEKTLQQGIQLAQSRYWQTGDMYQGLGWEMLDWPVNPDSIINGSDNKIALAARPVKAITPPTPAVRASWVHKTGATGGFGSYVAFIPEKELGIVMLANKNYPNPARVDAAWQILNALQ
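AmpC (5.3 nM in the dispensed reagent) in 20 mM phosphate pH 7.0 with 0.01% (detergent screen) or 0.0001% Triton X-100 was preincubated with compounds for 15 min at room temperature. Nitrocefin was then added from an 800 uM solution, and hydrolysis was followed at 480 nm.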
TbPYK inhibitor – blocks Trypanosoma brucei pyruvate kinase | Potency, µM (top dose mostly 76.8 µM), for inactives: at the highest dose activity, negative = inhibition, usual class: inhibitors | 410,000 tested, 0.12% active | TbPYK enzyme, Kinase-Glo Plus ATP luminescence, 45 min | Q57TT1; note: potency is the fitted concentration of half-maximal effect; nearly all actives have a fitted effect of over 50% in size
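Assay buffer: 50 mM TEA pH 7.2, 100 mM KCl, 10 mM MgCl2, 0.05% BSA, 0.01% Tween-20. Pyruvate kinase from T. brucei plus substrate met compound, then ADP (130 uM final). Luminescence was read post 45 min RT.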
AmpC inh no detg – blocks E. coli AmpC beta-lactamase in detergent-free assay; 330,000 tested, 0.52% active; Potency, µM (doses to about 57.1 µM), inactives show top-dose activity change, negative = inhibition, actives largely listed as inhibitors; P00811; AmpC nitrocefin hydrolysis, absorbance 480 nm, 0.0001% Triton; AID 485341;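 note: potency is the fitted concentration of half-maximal effect; plate controls were no compound for no effect and no enzyme for full effect; nearly all actives have a fitted effect of over 20% in size; some results filed as inactive show a strong effect at the top dose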
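AmpC (5.3 nM in the dispensed reagent) in 20 mM phosphate pH 7.0 with 0.01% (detergent screen) or 0.0001% Triton X-100 was preincubated with compounds for 15 min at room temperature. Nitrocefin was then added from an 800 uM solution, and hydrolysis was followed at 480 nm.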
AMA1-RON2 inh – disrupts binding of P. falciparum AMA1 to RON2; 360,000 tested, 0.2% active; AlphaScreen AMA1-biotinylated RON2 peptide binding; Potency, µM (titrated, usually from 58.2 µM), inactives show top-dose activity change, negative = inhibition, actives largely listed as inhibitors;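 note: potency is the fitted concentration of half-maximal effect; 0% = vehicle wells and -100% = peptide control; nearly all actives have a fitted effect of over 45% in size; some results filed as inactive show a strong effect at the top dose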
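AMA1 (3D7) with his tag at 25 nM final met compounds first, then biotinylated RON2 peptide at 25 nM; detection used donor plus acceptor beads, 10 µg/mL apiece, read by AlphaScreen after 30 min at room temperature.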
LmPK inhibitor – LmPK (Leishmania mexicana) enzyme inhibition | purified LmPK, Kinase-Glo ATP luminescence, 1 h | Q27686 | AID 1721 | 290,000 tested, 0.37% active | Potency, µM (doses to about 57.5 µM), inactives show at the top dose activity change, negative = inhibition, actives largely listed as inhibitors; note: potency is the fitted concentration of half-maximal effect
Target sequence (Q27686 whole entry, looked up): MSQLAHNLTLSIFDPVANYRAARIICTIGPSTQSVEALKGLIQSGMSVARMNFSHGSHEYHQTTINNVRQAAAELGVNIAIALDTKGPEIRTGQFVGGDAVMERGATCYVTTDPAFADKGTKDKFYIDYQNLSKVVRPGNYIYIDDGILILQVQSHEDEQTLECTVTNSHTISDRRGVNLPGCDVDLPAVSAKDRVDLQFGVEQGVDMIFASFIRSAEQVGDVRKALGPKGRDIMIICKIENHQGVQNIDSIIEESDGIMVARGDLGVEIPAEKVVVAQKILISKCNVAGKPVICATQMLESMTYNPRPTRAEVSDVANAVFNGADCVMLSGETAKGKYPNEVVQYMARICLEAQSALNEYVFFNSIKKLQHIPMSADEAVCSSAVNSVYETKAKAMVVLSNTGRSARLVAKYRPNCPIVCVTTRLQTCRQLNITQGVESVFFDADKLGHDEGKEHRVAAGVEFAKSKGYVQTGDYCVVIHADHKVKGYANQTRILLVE
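0.1 nM LmPK, 0.5 mM PEP, 0.1 mM ADP; 50 mM imidazole pH 7.2, 7 mM MgCl2, 50 mM KCl; 1 h RT. Kinase-Glo luminescence readout, normalized to no-enzyme (full inhibition) and uninhibited wells.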
HCMV antiviral – inhibitors of human cytomegalovirus; HFF cells, HCMV-luciferase reporter, 72 h; active compounds read low; activity change, negative = inhibition, % at 57.5 µM; 410,000 tested, 4.5% active; AID 1259415; in the data active = activity change below about -60%; inconclusive = no clear call, values can overlap the other calls; inactive = above about -39%
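Compounds were evaluated in HFFs infected with an HCMV luciferase reporter virus (MOI 1 PFU/cell). Luciferase in lysates collected 72 h post infection served as the replication measure.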
* hit, by the source's call; u = inconclusive; x = no result given; ! = not active in a repeat; [ ] = remark or other dose. Unless noted, calls come from the whole dose curve; as a rule, active = well fitted curve in the direction sought with a large enough effect; inconclusive = small, poorly fitted or top-dose-only effect, or another doubt; inactive = no such curve, though single readings can be large; an effect the other way counts as inactive or inconclusive. Unless noted, % is set by controls: 0 for no effect and ±100 for the full control effect.

mol,HCV inhibitor,AmpC inh detg,TbPYK inhibitor,AmpC inh no detg,AMA1-RON2 inh,LmPK inhibitor,HCMV antiviral
COc1ccccc1NC(=S)NCC1CCCO1 (stereo not drawn),7%,u,1%,-12%,-6%,-1%,24
Cc1cccc(C2C=C(c3ccc(C)c(C)c3)Nc3nnnn32)c1 (stereo not drawn),x,-8%,1%,x,x,x,25
CCCCOc1ccc(C(=O)NCCCC(=O)N2CCCCC2)cc1,10%,-7%,-6%,43%,22%,-3%,-11
CS(=O)(=O)N(CC(=O)NCCSCc1ccccc1)c1ccc2c(c1)OCO2,5%,-12%,4%,1%,-16%,6%,-25
COc1ccc(C)cc1NCc1ccc([N+](=O)[O-])cc1,u,-17%,0%,-20%,u,-5%,-15
COc1ccc(S(=O)(=O)N2CCN(c3nc(C)cc(C)n3)CC2)cc1,11%,3%,6%,38%,7%,6%,-19
COc1ccccc1CCC(=O)OCC(=O)Nc1cccc(S(=O)(=O)N2CCOCC2)c1,-16%,u,3%,-9%,-23%,x,-3
CC(c1nnc(SCC(=O)N(C)C2CCS(=O)(=O)C2)n1-c1ccccc1)N(C)C (stereo not drawn),-3%,u,0%,-9%,-8%,x,-21
Cc1ccc(C)c(S(=O)(=O)N2CCCOC2CNC(=O)C(=O)NCc2ccccn2)c1 (stereo not drawn),0%,-3%,5%,14%,92%[activator],0%,4
COc1ccc(C(=O)NCc2nnnn2-c2ccc(C)c(C)c2)cc1,x,-4%,2%,x,x,x,-34
C=CCc1c(C)nc2c(C(=O)O)cnn2c1C,14%,-13%,-6%,-9%,-2%,4%,7
Cc1cc(N)n2nc(-c3ccccc3)c(-c3ccccc3)c2n1,-10%,3%,6%,-3%,0%,7%,x
CSc1cccc(NS(=O)(=O)c2cccs2)c1,19%,-1%,-3%,-33%,10%,7%,6
COc1ccccc1NC(=O)c1ccccc1C(=O)N(C)Cc1ccccc1,2%,x,2%,-7%,11%,x,8
O=C(Nc1ccc(-c2nc3ccccc3s2)cc1)C1=COCCO1,6%,-1%,-8%,-14%,-10%,-12%,-21
O=C1c2ccccc2CN1C(CO)c1ccccc1 (stereo not drawn),4%,u,1%,-10%,-7%,3%,-7
COC(=O)C1(C)Nc2ccccc2C(=O)N1c1ccccc1OC (stereo not drawn),-18%[8.37 µM],-16%,-16%,-9%,-5%,-1%,-4
CN(C(=O)COC(=O)c1ccccc1C(=O)c1ccccc1)c1ccccc1,-8%,x,-6%,22%,-3%[11.6 µM],x,-15
CCOC(=O)c1ccc(NC(=O)c2nc[nH]c2C(=O)NCCCCNC(=O)c2[nH]cnc2C(=O)Nc2ccc(C(=O)OCC)cc2)cc1,0%,2%,0%,-2%,88%[activator],x,-4
Cc1cccc(C)c1NC(=S)NN(Cc1ccccc1)c1ccccc1,-13%,2%,5%,-21%,25%,6%,2
Cc1ccc2nsnc2c1S(=O)(=O)N1CCN(Cc2ccc3c(c2)OCO3)CC1,22µM*!,1%,-2%,-1%,-5%,5%,-29
Cc1ccc(C)c(NS(=O)(=O)c2ccc3c(c2)NC(=O)CCS3)c1,-1%,-5%,5%,-42%,-7%,4%,-29
Cc1ccc(N(Cc2ccccc2)C(=O)c2cccc(S(=O)(=O)N3CCOCC3)c2)cc1,-11%,u,-3%,57%,-14%,x,-38
CCN(C(=O)COc1cc(=O)n(CC)c2ccccc12)c1cc(Cl)ccc1OC,u,-10%,-13%,133%[activator],-2%,5%,-19
CC12CCC(=O)N1C(C(=O)Nc1ccc(F)c(F)c1F)CS2 (stereo not drawn),10%,-7%,3%,0%,12%,x,0

Whole records from above. Screens in order: HCV inhibitor | AmpC inh detg | TbPYK inhibitor | AmpC inh no detg | AMA1-RON2 inh | LmPK inhibitor | HCMV antiviral
Record of `O=C(Nc1ccc(-c2nc3ccccc3s2)cc1)C1=COCCO1` = 6% | -1% | -8% | -14% | -10% | -12% | -21
Record of `Cc1ccc(C)c(S(=O)(=O)N2CCCOC2CNC(=O)C(=O)NCc2ccccn2)c1` (stereo not drawn) = 0% | -3% | 5% | 14% | 92%[activator] | 0% | 4
Record of `O=C1c2ccccc2CN1C(CO)c1ccccc1` (stereo not drawn) = 4% | u | 1% | -10% | -7% | 3% | -7
Record of `CN(C(=O)COC(=O)c1ccccc1C(=O)c1ccccc1)c1ccccc1` = -8% | x | -6% | 22% | -3%[11.6 µM] | x | -15

Next section
mol,HCV inhibitor,AmpC inh detg,TbPYK inhibitor,AmpC inh no detg,AMA1-RON2 inh,LmPK inhibitor,HCMV antiviral
COc1ccc(COC(=O)c2nc3nc(C)cc(C)n3n2)cc1F,6%,10%,4%,-15%,13%,1%,17
Cc1nc2ccc([N+](=O)[O-])cc2c(=O)n1Cc1ccc(Br)cc1,u,-8%,2%,-11%,-6%,1%,86
CCOC(=O)c1c(NC(=O)c2ccncc2)sc(C)c1C,u,-5%,-4%,-27%,3%,-3%,2
COc1ccc(-n2c(SCC(=O)Nc3ccc(Cl)c(C)c3)nc3n[nH]c(C)c3c2=N)cc1,x,6%,-8%[15.4 µM],x,x,x,0
O=C(c1ccccc1)N1CCN(c2ccc([N+](=O)[O-])c(NCC3CCCO3)c2)CC1 (stereo not drawn),u,8%,-3%,101%[activator],u,-4%,-19
CCN1CCN(c2nc3ccccc3n3cnnc23)CC1,1%,2%,1%,-7%,4%,3%,7
COC(=O)c1ccc(COc2ccc(/C=N/Nc3cccc(C(=O)O)c3)cc2)cc1,30%[activator],5%,0%,-40%,4%,14%,0
COc1ccccc1Cn1nc(C(=O)O)c2ccccc2c1=O,-15%,-10%,-3%,-26%,8%,-7%,24
Cc1ccc(C(=O)CSc2nnc3ccc4ccccc4n23)cc1,x,3%,-14%,x,x,x,-12
CCC(C)NC(=O)CCn1ccc2cc(S(=O)(=O)N3CCCC3)ccc21 (stereo not drawn),u,-2%,-7%,0%,0%,4%,24
COc1cc(Cl)c(C)cc1NC(=O)CNC(=O)Cn1cnc2ccccc2c1=O,u,7%,-1%,-32%,2%,-3%,4
CCOc1ccccc1NC(=O)Cn1c(=O)n(Cc2ccccc2)c(=O)c2c3c(sc21)CN(C(C)=O)CC3,x,-4%,4%,x,x,x,9
O=C(COC(=O)[C@@H]1CC(O)CN1S(=O)(=O)c1ccccc1[N+](=O)[O-])c1ccccc1 (stereo partly drawn),8%,-9%,-4%,-9%,-19%,5%,-5
CC1Cc2cc(/C(O)=C3\C(=O)C(=O)N(CCN4CCOCC4)C3c3ccccc3F)ccc2O1 (stereo not drawn),-14%,1%,2%,-15%,0%,3%,-14
COc1cc2ccccc2cc1C(=O)OCC(=O)N(CC(C)C)c1c(N)n(Cc2ccccc2)c(=O)[nH]c1=O,u,0%,2%,-2%,15%,x,-32
Cc1cc(C)c2cc(CN(Cc3ccc4c(c3)OCO4)Cc3nnnn3Cc3ccco3)c(=O)[nH]c2c1,u,-5%,-11%,u,0%,3%,-15
[O-]/[N+](=C/c1ccc(F)cc1)c1ccc(Cl)cc1,9%,4%,-6%,-11%,-1%,-9%,x
Cc1cc(Cl)c2oc(C(=O)N3CCN(c4ccncc4)CC3)c(C)c2c1,1.3µM*,x,0%,x,4%,x,-40
COC(=O)c1c(C(=O)OC)n(CCCN)c2ccc(C)cc12,u,-7%,0%,20%,-2%,3%,-10
CNC(=O)c1c(NC(=O)C2=COCCO2)sc2c1CCN(C(=O)OC)C2,u,-15%,0%,-11%,18%,x,37
CC(C)(C)NC(=O)C(c1ccc(O)cc1)N(Cc1ccco1)C(=O)Cn1nnc(-c2cccs2)n1 (stereo not drawn),1%,-5%,-1%,-48%,-3%,3%,-40
CCCn1c2ccccc2c2nc3ccccc3nc21,u,u,2%,32%,209%[activator],-2%,-17
O=C(COc1ccc(Br)cc1)N1CCc2ccccc2C1,-6%,0%,0%,-5%,-2%,3%,u
CC(=O)CSc1nnc(Cc2ccc3c(c2)OCO3)o1,8%,-5%,-3%,-11%,-14%,7%,74
N/C(=N\OC(=O)C(c1ccccc1)c1ccccc1)c1ccncc1,9%,-6%,1%,31%,2%,0%,-13

As entered above:
`COC(=O)c1ccc(COc2ccc(/C=N/Nc3cccc(C(=O)O)c3)cc2)cc1` in HCMV antiviral shows 0
`O=C(COc1ccc(Br)cc1)N1CCc2ccccc2C1` in AmpC inh detg shows 0%

The results go on:
Each structure is followed by: HCV inhibitor | AmpC inh detg | TbPYK inhibitor | AmpC inh no detg | AMA1-RON2 inh | LmPK inhibitor | HCMV antiviral
CCCCC(c1nnnn1CC1CCCO1)N1CCN(c2cccc(C)c2C)CC1 (stereo not drawn)
    8% | -10% | -18% | 67%[activator] | -3% | 2% | -28
CC(=O)c1ccccc1OCCn1nc(C(=O)O)c2ccccc2c1=O
    -5% | -2% | 3% | -17% | -9% | 0% | -12
CCN(CC(=O)Nc1c(F)cccc1F)C(=O)c1cc(C)oc1C
    -2% | -15% | 2% | 0% | -5% | x | -23
COc1ccc(NC(=O)[C@H](CCS(C)(=O)=O)N2Cc3ccccc3C2=O)c(OC)c1
    21% | -14% | -5% | -1% | -2% | 0% | u

Screening data from PubChem BioAssay.
